Growth percent in the NCI-60 one-dose screen (48 h, 10 µM unless noted): 100 = growth as untreated, 0 = no growth, -100 = all killed.
SW-620: SW-620 colon cancer. 82,000 tested, 5.2% active
HCT-116: HCT-116 colon cancer; 82,000 tested, 7.3% active; AID 1794798
SN12C: SN12C renal cancer cells; 81,000 tested, 3.8% active
UO-31: UO-31 renal cancer. 81,000 tested, 5.2% active. AID 1794768
HCC-2998: HCC-2998 colon cancer; 79,000 tested, 4.7% active; AID 1794799
TK-10: TK-10 renal cancer cells | 81,000 tested, 3.9% active
786-0: 786-0 renal cancer cells | 81,000 tested, 5.1% active
HT29: HT29 colon cancer. 81,000 tested, 7.4% active. AID 1794748
HCT-15: HCT-15 colon cancer. 82,000 tested, 5.2% active. AID 1794746
An asterisk follows results filed as active. Rule for the calls: active = growth percent below 10; inactive = the rest.

The opening 12 records, to show the layout:
`CS(=O)(=O)c1ccc(C(=N)N)cc1` gave SW-620 99, HCT-116 102, SN12C 89, UO-31 85, HCC-2998 97, TK-10 118, 786-0 109, HT29 102 and HCT-15 102.
Cc1cccc2c1C[C@@]1(C2=O)C(c2ccccc2)=NOS1=O (stereo not given in full) was read as SW-620 120, HCT-116 90, SN12C 91, UO-31 78, HCC-2998 87, TK-10 141, 786-0 99, HT29 100 and HCT-15 97.
Screening CC(C)(C)c1cc(-n2c(-c3cc4ccccc4[nH]c3=O)nc3cc(C(=O)Nc4ccc(Cl)cc4)ccc32)n[nH]1 returned SW-620 93, HCT-116 84, SN12C 95, UO-31 86, HCC-2998 109, TK-10 114, 786-0 95, HT29 106 and HCT-15 95.
Clc1ccc(C2CCN(Cc3ccccc3)CCO2)cc1 (stereo not given) was read as SW-620 99, HCT-116 105, SN12C 98, UO-31 90, HCC-2998 107, TK-10 93, 786-0 103, HT29 91 and HCT-15 92.
`COc1cc(-c2ccc(Nc3nc4ccccc4s3)c(OC)c2)ccc1Nc1nc2ccccc2s1` gave SW-620 102, HCT-116 102, SN12C 103, UO-31 69, HCC-2998 102, TK-10 104, 786-0 107, HT29 102 and HCT-15 97.
Screening O=C(N=P(c1ccccc1)(c1ccccc1)c1ccccc1)c1ccccc1 returned SW-620 118, HCT-116 94, SN12C 106, UO-31 87, HCC-2998 96, TK-10 117, 786-0 99, HT29 107 and HCT-15 105.
`Cc1cn2c(=O)c3ncn(C4OC(CO)C(O)C4O)c3n(C)c2n1` (stereo not given) gave SW-620 110, HCT-116 100, SN12C 108, UO-31 79, HCC-2998 95, TK-10 104, 786-0 104, HT29 100 and HCT-15 104.
For Clc1ccc(CNc2ncnc3[nH]ncc23)c(Cl)c1 the results were SW-620 98, HCT-116 87, SN12C 95, UO-31 63, HCC-2998 99, TK-10 101, 786-0 88, HT29 103 and HCT-15 94.
For O=C1CCC(N2Cc3c(NCc4ccc(-c5ccccc5)cc4)cccc3C2=O)C(=O)N1 (stereo not given) the results were SW-620 51, HCT-116 75, SN12C 74, UO-31 45, HCC-2998 67, TK-10 79, 786-0 71, HT29 109 and HCT-15 36.
Cc1ccccc1NC(=O)CSc1[nH]c(=O)cc(C)c1C#N was read as SW-620 105, HCT-116 94, SN12C 118, UO-31 80, TK-10 108, 786-0 102, HT29 112 and HCT-15 116.
Screening COc1ccc(-c2cc(C(=O)Nc3nc4ccc(Cl)cc4s3)nc3cc(-c4ccccc4)nn23)cc1OC returned SW-620 98, HCT-116 111, SN12C 96, UO-31 82, HCC-2998 114, TK-10 116, 786-0 115, HT29 113 and HCT-15 109.
For CCC1(C)C(=O)N(Br)C(=O)N1Br (stereo not given) the results were SW-620 106, HCT-116 97, SN12C 104, UO-31 81, HCC-2998 105, TK-10 103, 786-0 98 and HT29 106.

All compounds of this part, repeating the preview:
`CS(=O)(=O)c1ccc(C(=N)N)cc1` gave SW-620 99, HCT-116 102, SN12C 89, UO-31 85, HCC-2998 97, TK-10 118, 786-0 109, HT29 102 and HCT-15 102.
Cc1cccc2c1C[C@@]1(C2=O)C(c2ccccc2)=NOS1=O (stereo not given in full) was read as SW-620 120, HCT-116 90, SN12C 91, UO-31 78, HCC-2998 87, TK-10 141, 786-0 99, HT29 100 and HCT-15 97.
Screening CC(C)(C)c1cc(-n2c(-c3cc4ccccc4[nH]c3=O)nc3cc(C(=O)Nc4ccc(Cl)cc4)ccc32)n[nH]1 returned SW-620 93, HCT-116 84, SN12C 95, UO-31 86, HCC-2998 109, TK-10 114, 786-0 95, HT29 106 and HCT-15 95.
Clc1ccc(C2CCN(Cc3ccccc3)CCO2)cc1 (stereo not given) was read as SW-620 99, HCT-116 105, SN12C 98, UO-31 90, HCC-2998 107, TK-10 93, 786-0 103, HT29 91 and HCT-15 92.
`COc1cc(-c2ccc(Nc3nc4ccccc4s3)c(OC)c2)ccc1Nc1nc2ccccc2s1` gave SW-620 102, HCT-116 102, SN12C 103, UO-31 69, HCC-2998 102, TK-10 104, 786-0 107, HT29 102 and HCT-15 97.
Screening O=C(N=P(c1ccccc1)(c1ccccc1)c1ccccc1)c1ccccc1 returned SW-620 118, HCT-116 94, SN12C 106, UO-31 87, HCC-2998 96, TK-10 117, 786-0 99, HT29 107 and HCT-15 105.
`Cc1cn2c(=O)c3ncn(C4OC(CO)C(O)C4O)c3n(C)c2n1` (stereo not given) gave SW-620 110, HCT-116 100, SN12C 108, UO-31 79, HCC-2998 95, TK-10 104, 786-0 104, HT29 100 and HCT-15 104.
For Clc1ccc(CNc2ncnc3[nH]ncc23)c(Cl)c1 the results were SW-620 98, HCT-116 87, SN12C 95, UO-31 63, HCC-2998 99, TK-10 101, 786-0 88, HT29 103 and HCT-15 94.
For O=C1CCC(N2Cc3c(NCc4ccc(-c5ccccc5)cc4)cccc3C2=O)C(=O)N1 (stereo not given) the results were SW-620 51, HCT-116 75, SN12C 74, UO-31 45, HCC-2998 67, TK-10 79, 786-0 71, HT29 109 and HCT-15 36.
Cc1ccccc1NC(=O)CSc1[nH]c(=O)cc(C)c1C#N was read as SW-620 105, HCT-116 94, SN12C 118, UO-31 80, TK-10 108, 786-0 102, HT29 112 and HCT-15 116.
Screening COc1ccc(-c2cc(C(=O)Nc3nc4ccc(Cl)cc4s3)nc3cc(-c4ccccc4)nn23)cc1OC returned SW-620 98, HCT-116 111, SN12C 96, UO-31 82, HCC-2998 114, TK-10 116, 786-0 115, HT29 113 and HCT-15 109.
For CCC1(C)C(=O)N(Br)C(=O)N1Br (stereo not given) the results were SW-620 106, HCT-116 97, SN12C 104, UO-31 81, HCC-2998 105, TK-10 103, 786-0 98 and HT29 106.

Brought forward from above: two entries, followed by the next part.
Screening COc1ccc(-c2cc(C(=O)Nc3nc4ccc(Cl)cc4s3)nc3cc(-c4ccccc4)nn23)cc1OC returned SW-620 98, HCT-116 111, SN12C 96, UO-31 82, HCC-2998 114, TK-10 116, 786-0 115, HT29 113 and HCT-15 109.
For CCC1(C)C(=O)N(Br)C(=O)N1Br (stereo not given) the results were SW-620 106, HCT-116 97, SN12C 104, UO-31 81, HCC-2998 105, TK-10 103, 786-0 98 and HT29 106.
COc1ccc(-c2cc(C(=O)Nc3nc4ccc(F)cc4s3)nc3cc(-c4ccccc4)nn23)cc1 was read as SW-620 108, HCT-116 114, SN12C 101, UO-31 82, HCC-2998 103, TK-10 110, 786-0 118, HT29 105 and HCT-15 94.
`N#C/C(=N\Nc1ccccc1Cl)C(=O)C1CC1` gave SW-620 93, HCT-116 101, SN12C 93, HCC-2998 117, TK-10 100, 786-0 94, HT29 99 and HCT-15 107.
`C/C(=C(/C)C1CC1CCNS(=O)(=O)c1ccc(C)cc1)c1cc(C(C)(C)C)cc(C(C)(C)C)c1` (stereo not given) gave SW-620 97, HCT-116 74, SN12C 87, UO-31 80, HCC-2998 116, TK-10 107, 786-0 83, HT29 93 and HCT-15 87.
COc1cc(C2C3=C(CCCC3=O)N(c3sc4c(c3C#N)CCCC4)c3nc(N)c(C#N)c(N)c32)cc(OC)c1OC (stereo not given) was read as SW-620 95, HCT-116 69, SN12C 97, UO-31 88, 786-0 70, HT29 63 and HCT-15 89.
N#C/C(=C\NC(N)=S)c1nc2ccccc2s1 was read as SW-620 87, HCT-116 104, SN12C 94, UO-31 72, HCC-2998 97, TK-10 149, 786-0 102, HT29 104 and HCT-15 100.
Cc1ccnc(NS(=O)(=O)c2ccc(Nc3ccnc(SCC(=O)c4ccccc4)n3)cc2)n1 was read as SW-620 107, HCT-116 102, SN12C 103, UO-31 82, HCC-2998 117, TK-10 110, 786-0 108, HT29 110 and HCT-15 105.
`COC(=O)CCCc1ccc(CCCC(=O)OC)cc1` gave SW-620 100, HCT-116 98, SN12C 98, UO-31 94, HCC-2998 100, TK-10 95, 786-0 107, HT29 99 and HCT-15 101.
Screening CCCCCCCCCC=O returned SW-620 99, HCT-116 103, SN12C 107, UO-31 83, HCC-2998 105, TK-10 100, 786-0 100, HT29 97 and HCT-15 99.
`CC(C)CC(NC(=O)CN(Cc1ccccc1)S(C)(=O)=O)C(=O)O` (stereo not given) gave SW-620 108, HCT-116 100, SN12C 108, UO-31 97, HCC-2998 95, TK-10 94, 786-0 94, HT29 97 and HCT-15 101.
For CN(C)S(=O)(=O)c1cccc(C(=O)Nc2nc(-c3ccc(F)c(F)c3)cs2)c1 the results were SW-620 94, HCT-116 58, SN12C 63, UO-31 39, HCC-2998 88, TK-10 81, 786-0 65, HT29 74 and HCT-15 61.
CC/C(=C(/c1ccc(O)cc1)c1ccc(OCCN(C)C(=O)CCOCCNC(=O)Cc2ccc3c(c2)CN([C@@H]2CCC(=O)NC2=O)C3=O)cc1)c1ccccc1 was read as SW-620 36, HCT-116 92, SN12C 78, UO-31 87, HCC-2998 78, TK-10 94, 786-0 84, HT29 91 and HCT-15 100.
For Cc1ncc(-c2ccoc2)c(NC2CCCCCC2)n1 the results were SW-620 111, HCT-116 100, SN12C 99, UO-31 72, HCC-2998 105, TK-10 109, 786-0 99, HT29 99 and HCT-15 103.
For Cc1ccc(C2C3CC4CCCCC4N3[C@@]3(C(=O)Nc4cc(Cl)ccc43)C2C(=O)c2nc3ccccc3[nH]2)cc1 (stereo not given in full) the results were SW-620 30, HCT-116 20, SN12C 45, UO-31 20, HCC-2998 38, TK-10 40, 786-0 35, HT29 20 and HCT-15 22.
For Cc1cc(N)c2cc(NC(=O)CCCCCCCC(=O)Nc3ccc4nc(C)cc(N)c4c3)ccc2n1 the results were SW-620 101, HCT-116 71, SN12C 49, UO-31 88, HCC-2998 89, TK-10 82, 786-0 83, HT29 60 and HCT-15 93.
`C/C(NCCc1ccc(O)cc1)=C1\CCOC1=O` gave SW-620 102, HCT-116 97, SN12C 87, UO-31 86, TK-10 82, 786-0 105, HT29 95 and HCT-15 93.
Screening O=C1c2cccc(Sc3ccccc3)c2C(=O)c2c(Sc3ccccc3)cccc21 returned SW-620 103, HCT-116 104, SN12C 101, UO-31 96, HCC-2998 110, TK-10 138, 786-0 107, HT29 102 and HCT-15 106.
For COC(=O)CC(=O)c1ccco1 the results were SW-620 101, HCT-116 89, SN12C 95, UO-31 85, HCC-2998 111, TK-10 92, 786-0 98, HT29 94 and HCT-15 104.
Screening O=[N+]([O-])c1ccc(NN=C(CO)CO)c([N+](=O)[O-])c1 returned SW-620 103, HCT-116 96, SN12C 101, UO-31 63, HCC-2998 97, 786-0 98, HT29 113 and HCT-15 95.
Screening COc1cc(C(=O)Nc2ccc(S(=O)(=O)Nc3nc(C)cc(C)n3)cc2)cc(OC)c1OC returned SW-620 106, HCT-116 94, SN12C 95, UO-31 97, HCC-2998 106, TK-10 111, 786-0 97, HT29 112 and HCT-15 101.
[O-][n+]1ccc(CC(O)(C(F)(F)F)C(F)(F)F)cc1 was read as SW-620 113, HCT-116 109, SN12C 110, UO-31 85, HCC-2998 108, TK-10 102, 786-0 102, HT29 95 and HCT-15 107.
CCn1cc(C(=O)NN2C(=O)C=CC2=O)c(=O)c2ccc(C)nc21 was read as SW-620 100, HCT-116 97, SN12C 95, UO-31 85, HCC-2998 95, TK-10 108, 786-0 104, HT29 100 and HCT-15 98.
For CCCCCCC(C)(O)C#CC(C)(O)CCCCCC (stereo not given) the results were SW-620 99, HCT-116 83, SN12C 79, UO-31 70, HCC-2998 109, TK-10 54, 786-0 89, HT29 107 and HCT-15 102.
Screening CCC1([N+](=O)[O-])COC(c2ccccc2)OC1 (stereo not given) returned SW-620 97, HCT-116 96, SN12C 87, UO-31 97, HCC-2998 100, TK-10 97, 786-0 106, HT29 95 and HCT-15 103.
`CCOC(=O)c1sc2c(c1C)c(=O)nc1c(-c3nc(-c4ccccc4)cs3)n[nH]n12` gave SW-620 99, HCT-116 98, SN12C 99, UO-31 77, HCC-2998 103, TK-10 128, 786-0 103, HT29 92 and HCT-15 100.
`c1cc(NC2CCCCC2)ccc1CN1CCOCC1` gave SW-620 104, HCT-116 103, SN12C 101, UO-31 94, HCC-2998 112, TK-10 135, 786-0 107, HT29 115 and HCT-15 90.
`Cc1cccc2cc(C3CNC(=O)c4ccccc4N3)c(=O)[nH]c12` (stereo not given) gave SW-620 110, HCT-116 96, SN12C 114, UO-31 93, HCC-2998 103, TK-10 95, 786-0 111, HT29 81 and HCT-15 102.
`O=C1C(c2c[nH]c3ccccc23)=C(c2coc3cc(Br)ccc23)C(=O)N1O` gave SW-620 102, HCT-116 97, SN12C 98, UO-31 73, HCC-2998 100, TK-10 137, 786-0 95, HT29 103 and HCT-15 97.

Screening results as filed in PubChem.
